Screening data: PubChem BioAssay, several laboratories
NALP1 inh: blocks the NALP1 inflammasome reconstituted in yeast | 280,000 tested, 0.61% active | inhibition, % at 10 µM | S. cerevisiae NALP1/ASC/caspase-1 growth, X-gal OD620, 72 h | AID 2071; in the data active = inhibition mostly above about 24%, no sharp cut-off; inactive = mostly below about 32%; also: some compounds called inactive have numbers as strong as hits
MEKK2 WT-MEK5: raises or lowers MEK5 binding to wildtype human MEKK2 PB1 domain. Q9Y2U5. bead flow cytometry, Alexa488-MEK5 binding to MEKK2 WT; actives lie on both sides. binding response (% of control), % at 10 µM. 290,000 tested, 1.1% active. AID 1531; in the data active = binding response below about 67% or above about 130%
HCV NS3 hel inh: blocks Hepatitis C virus NS3 helicase unwinding | AID 1800 | 290,000 tested, 0.56% active | NS3 helicase DNA unwinding, Cy5 molecular beacon fluorescence | inhibition, % at 10.9 µM;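 active = inhibition above the mean of all tested compounds plus 3 SD, set per campaign, cut at about 35% in these data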;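 also: 0% = DMSO wells and 100% = thioflavine S control wells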
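Compound dosing – single dose, 10.9 µM nominal final, DMSO 0.8% final · System – NS3 helicase fragment of HCV · Buffer or medium – MOPS pH 6.5, MgCl2, DTT, Tween20, BSA · Signal – Cy5 beacon fluorescence read at start and 1 h · Also added – annealed dual-labelled DNA beacon duplex, ATP-started · Schedule – 1 h at 25 °C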
FID counter: counter-screen for HCV NS3 helicase inhibitors: DNA intercalator displacement; DNA fluorescent intercalator displacement, fluorescence; inhibition, % at 7.9 µM; 290,000 tested, 0.17% active; in the data active = inhibition above about 37%;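 also: 0% = vehicle and 100% = reference compound; higher means more ethidium bromide displaced from hairpin DNA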
MEKK2mut PB1 HTS: signal of MEK5 binding to mutant human MEKK2 PB1 domain | bead flow cytometry, Alexa488-MEK5 binding to MEKK2 mutant | percent response, % at 10 µM | 290,000 tested, 0.35% active; in the data active = percent response above about 24%, passing the limit was not always enough; also: inactives centre near 1; some results filed as inactive read as strong as hits
VIM-2 inh: inhibitors of Pseudomonas aeruginosa VIM-2 metallo-beta-lactamase; 290,000 tested, 0.89% active; inhibition, % at 5.6 µM; AID 1527; purified VIM-2, nitrocefin hydrolysis, epi-absorbance fluorescence;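 active = inhibition above the mean of all tested compounds plus 3 SD, cutoff set per screening run, cut at about 7.5% in these data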;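 also: red hydrolysis product quenches plate fluorescence so inhibitors raise well fluorescence; 0% = enzyme with DMSO and 100% = DMSO without enzyme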
IMP-1 inhibitor: blocks Pseudomonas aeruginosa IMP-1 metallo-beta-lactamase. purified IMP-1, nitrocefin hydrolysis, epi-absorbance fluorescence. inhibition, % at 5.6 µM. 290,000 tested, 0.45% active. AID 1556;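 active = inhibition above the mean plus 3 SD of all compounds in the same screening run, cut at about 4.5% in these data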;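 also: 0% = IMP-1 with DMSO and 100% = DMSO wells lacking enzyme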
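System: purified IMP-1 / Input: IMP-1 dispensed at 0.2 nM / Medium: 50 mM HEPES pH 7.1, 50 µM ZnSO4, 0.05% Brij 35 / Timing: 15 min enzyme–compound preincubation, then 25 min nitrocefin reaction, 25 °C / Technique: plate fluorescence quenching by hydrolysis product, ex 480/em 530 nm / Repeats: singlicate testing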
UBC9 SUMO inh: blocks human SUMOylation mediated by UBC9; 290,000 tested, 0.36% active; inhibition, % at 35 µM; AID 2006; HTRF SUMOylation assay, SAE1/SAE2 + UBC9, in vitro; in the data active = inhibition above about 50%, passing the limit was not always enough; also: strong numbers were not always called active
Target sequence (P63279 whole entry, looked up): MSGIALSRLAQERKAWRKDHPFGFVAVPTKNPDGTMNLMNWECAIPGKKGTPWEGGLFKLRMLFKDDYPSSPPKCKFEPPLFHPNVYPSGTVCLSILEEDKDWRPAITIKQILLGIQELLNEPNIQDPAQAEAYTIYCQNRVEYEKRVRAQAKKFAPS
PfM18AAP inh: blocks P. falciparum M18 aspartyl aminopeptidase | recombinant PfM18AAP, H-Glu-NHMec fluorogenic cleavage | inhibition, % at 7.35 µM | 290,000 tested, 1.2% active;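 active = inhibition above the campaign mean inhibition over all tested compounds plus 3 SD, cut at about 28% in these data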;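 also: 0% = plate median of test compound wells and 100% = 2 mM ZnCl2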
Active calls of the source: *; / = no result given.

SMILES	NALP1 inh	MEKK2 WT-MEK5	HCV NS3 hel inh	FID counter	MEKK2mut PB1 HTS	VIM-2 inh	IMP-1 inhibitor	UBC9 SUMO inh	PfM18AAP inh
CN(CC(=O)N1CCN(c2ccccn2)CC1)S(=O)(=O)c1ccc(Br)cc1	11.5	/	-4.7	-25.6	/	-0.2	0.1	11.5	-9.0
C[C@H](NC(=O)c1nc[nH]c1C(=O)N[C@@H](C)C(=O)OC(C)(C)C)C(=O)OC(C)(C)C	-5.3	92.0	/	/	3.0	/	/	-4.9	/
COCCOC(=O)c1[nH]c2c(c1C)C(=O)CC(c1cc(OC)c(OC)c(OC)c1)C2 (stereo not drawn)	-12.6	105.0	9.8	-25.0	5.0	-3.3	-1.1	8.1	6.0
CCn1c(=O)c(C(=O)NC(C)c2ccccc2)c(O)c2ccccc21 (stereo not drawn)	4.1	104.0	-9.7	-8.4	4.0	-4.8	-2.5	-0.3	-9.1
CC(C)(C)NC(=O)c1cc(-c2ccc3c(c2)OCO3)nc2ccccc12	-3.2	102.0	1.8	-39.5	7.0	-1.9	-4.1	7.5	2.9
Cc1ccc(N2C(=O)N(CC(=O)NCc3ccccc3Cl)C(=O)C2C)cc1 (stereo not drawn)	-4.1	101.0	1.3	-4.4	-4.0	-3.7	-2.1	-24.5	3.0
CCOc1ccccc1NC(=O)COn1nnc2ccccc21	8.9	105.0	0.4	-10.2	7.0	0.4	-1.6	10.3	-11.2
CCN(CC)CCOC(=O)c1ccc(NC(=O)c2cn(-c3ccccc3)nc2-c2cccs2)cc1	-4.4	153.0*	-4.8	-21.8	8.0	-3.3	-2.9	-20.4	-1.4
O=C(NCCCc1ccncc1)C1CCC(=O)N(CCc2cccc(F)c2)C1 (stereo not drawn)	19.8	104.0	-4.8	-8.0	-1.0	-3.8	-2.1	-7.9	0.1
COCCNC(=O)c1sc2ncn(CC(=O)Nc3ccc(C)c(Cl)c3)c(=O)c2c1C	13.0	96.0	-7.3	-6.9	-5.0	0.5	-1.5	20.7	-17.5
Cc1ccc(S(=O)(=O)NC2CCCC2)cc1C	38.6*	108.0	13.5	-7.8	7.0	-3.5	-4.7	-8.8	0.6
Cc1ccccc1N1CCN(C(=S)c2ccccc2)CC1	6.7	98.0	12.5	-8.8	-1.0	-0.6	-1.8	1.1	-10.7
Nc1nnnn1/N=C/c1ccccc1C(F)(F)F	-4.2	106.0	-5.7	0.1	4.0	-0.4	-4.2	28.8	3.5
COc1ccc(/C=C2\Oc3cc(OCC(=O)N4CCC[C@H]4C(=O)O)ccc3C2=O)cc1OC	11.9	94.0	-9.1	-19.3	-1.0	2.2	-0.9	12.1	-2.7
Cc1ccc(S(=O)(=O)NC(=O)Nc2ccc(Cl)cn2)cc1	0.3	84.0	-4.8	-1.9	-9.0	-1.9	-2.2	0.9	1.7
Oc1ccc(-c2nccc(-c3ccc(F)cc3)n2)cc1	20.0	100.0	-1.6	-5.0	3.0	15.8*	-1.8	13.4	-4.0
Cn1c(=O)c(=O)n(C)c2cc(N3CCOCC3)c(NS(=O)(=O)c3ccc(Br)cc3)cc21	13.7	98.0	0.5	-14.9	0.0	-1.1	-2.5	15.9	3.4
Cc1ccc2cc(CN(C(=O)C3CCCO3)C3CCCCC3)c(=O)[nH]c2c1 (stereo not drawn)	-2.1	88.0	4.2	-38.9	-8.0	-2.5	-3.0	-24.5	6.8
C#CCOc1ccc(/C=C2/C(=O)N(c3cccc(C(=O)O)c3)N=C2C)cc1OC	6.4	104.0	39.8*	-20.1	1.0	-2.6	-0.2	50.8	18.6
COc1cccc(C(=O)NNc2nc(C)cc(C)n2)c1	10.3	109.0	-2.6	-2.9	2.0	-4.6	-2.6	-5.0	21.8
C=CCn1c(SCc2cc(=O)n3ccsc3n2)nc2scc(C3CC3)c2c1=O	17.2	100.0	/	/	1.0	/	/	12.5	/
O=c1[nH]c2ccc(Cl)cc2c(-c2ccccc2)c1N1CCOCC1	11.3	104.0	1.5	-8.9	14.0	-3.7	-3.8	-3.1	2.9
Cc1ccc2c(CC(=O)O)coc2c1C	10.7	96.0	9.2	-2.5	1.0	-4.3	-1.9	31.7	2.8
O=C(CCC(=O)N1CCN(S(=O)(=O)c2ccc(Cl)cc2)CC1)Nc1cccc(Br)c1	26.8	98.0	-17.5	-20.2	-1.0	-2.6	-2.5	15.5	-0.4
COc1ccc(C(=O)Nc2cc(C)nn2-c2nc3ccccc3[nH]2)c(OC)c1	11.6	94.0	-5.5	-21.8	-12.0	-3.0	-4.2	17.9	-1.3
SMILES	NALP1 inh	MEKK2 WT-MEK5	HCV NS3 hel inh	FID counter	MEKK2mut PB1 HTS	VIM-2 inh	IMP-1 inhibitor	UBC9 SUMO inh	PfM18AAP inh
CC12C(=O)N(c3ccccc3)C(=O)C1C(c1ccccc1)N1CCCN12 (stereo not drawn)	2.3	84.0	0.2	-7.6	-10.0	-0.2	-2.1	24.2	3.0
Cc1nn(CC(=O)N(C)C)c(=O)c2ccccc12	27.3	94.0	0.1	-0.2	-4.0	-0.3	0.2	-3.0	-5.2
C=CCNC(=O)COc1ccc(N(C)S(=O)(=O)c2ccc(NC(C)=O)cc2)cc1	-8.9	/	-0.5	-9.8	/	0.0	1.0	14.2	-9.8
COc1ccc(Cl)cc1C(=O)NNC(=O)C1COc2ccccc2O1 (stereo not drawn)	-0.6	100.0	3.0	-3.8	2.0	-0.8	-1.4	4.5	-9.5
O=C(O)CCCCCN1C(=O)C2CCCCC2C1=O (stereo not drawn)	-1.4	99.0	5.4	0.2	1.0	-0.4	2.7	-2.1	-5.2
CCOC(=O)c1ccccc1NC(=O)COC(=O)CSC(C)C(=O)Nc1cc(C)on1 (stereo not drawn)	1.2	109.0	-3.8	-32.7	9.0	-0.3	-1.4	2.4	-0.6
O=C(O)CSc1nc(SCc2ccccc2Cl)nc2c1CCCC2	41.6	125.0	32.4	-31.2	10.0	2.7	-0.4	-0.2	-5.8
O=C(NCCN1CCOCC1)/C(=C\c1ccc(F)cc1)NC(=O)c1ccccc1	-2.4	101.0	1.0	4.4	1.0	-1.4	-1.8	/	-6.4
Cc1ccc(C)n1/N=C1/NC(=O)CS1	/	92.0	32.4	-27.9	0.0	-0.7	-5.1	37.2	7.6
CCCC1(c2ccccc2)NC(=O)N(CC(=O)Nc2cc(C)on2)C1=O (stereo not drawn)	5.3	80.0	-2.7	-1.6	-3.0	-0.9	-4.2	0.4	1.9
COc1ccc(N=C2SC(C(=O)N3CCN(c4ccccc4)CC3)CC(=O)N2C)cc1 (stereo not drawn)	8.7	93.0	-13.5	-39.4	3.0	-1.8	-1.5	-8.2	6.1
Cc1ccc(SCc2cc(=O)[nH]c(/N=C(\N)Nc3cccc4ccccc34)n2)cc1	-7.5	108.0	0.0	-4.5	0.0	-1.3	-0.6	0.5	1.0
CC(C)(C)OC(=O)NCCCCCc1nnc(SCC(=O)Nc2cccc(Cl)c2)o1	0.1	102.0	-10.7	-26.9	-3.0	-0.4	1.0	-11.8	-0.6
Brc1ccc(C2=Nc3cccc4cccc(c34)N2)o1	29.3	109.0	6.2	3.5	2.0	-4.8	-2.8	10.5	-2.2
COC(=O)c1ccc(S(=O)(=O)N2CCCCCC2)n1C	/	98.0	-5.0	-9.9	-7.0	2.0	-0.9	24.5	-16.4
COc1ccc(OC)c(Nc2nc(N)c([N+](=O)[O-])c(NC3CCCCC3)n2)c1	-5.4	103.0	-5.6	-3.3	4.0	2.0	-1.7	4.4	-2.5
CN(c1ccc(C(=O)N2CCN(Cc3ccccc3)CC2)cc1)S(=O)(=O)c1ccc(Cl)cc1	21.4	107.0	-23.8	-36.7	7.0	-2.0	-2.0	-3.4	6.5
Cc1ccc(NC(=O)Cn2ncn3c(cc4ccccc43)c2=O)c(C)c1	24.7	95.0	2.5	-33.4	-1.0	-1.2	-1.3	18.7	2.3
Cc1cc(C[n+]2ncsc2N)c2ncccc2c1	/	108.0	-15.1	2.2	6.0	-0.2	-3.5	23.4	-0.2
CCOc1ccc(-c2c(=O)n(O)c3ccccc3[n+]2[O-])cc1	-1.5	105.0	2.6	-5.2	2.0	-5.6	-2.2	-5.3	2.1
N#Cc1ccccc1OCC(=O)OCCCOC(=O)COc1ccccc1C#N	18.6	101.0	-0.5	-33.7	-3.0	-0.2	-0.3	0.6	-13.0
COc1cc(C2C3=C(CCCC3=O)Nc3[nH]n(-c4ccccc4)c(=O)c32)cc(OC)c1OC (stereo not drawn)	12.2	87.0	-2.8	-8.1	-2.0	-1.8	-4.5	-7.6	7.8
CCNc1ccc(C(=O)OCC)cc1NC(=O)c1cccc(S(=O)(=O)N(C)c2ccccc2)c1	24.4	91.0	-18.8	-11.0	0.0	-1.3	-2.5	4.0	2.8
CCc1ccc(N2CC(C(=O)NC3CC3)CC2=O)cc1 (stereo not drawn)	-0.6	108.0	4.6	-4.7	5.0	-0.3	-2.6	10.5	-12.4
Cc1cc(C(=O)Nc2nnc(C(F)(F)F)s2)cs1	/	92.0	-6.4	-0.9	4.0	-0.5	-2.4	8.6	-2.7
SMILES	NALP1 inh	MEKK2 WT-MEK5	HCV NS3 hel inh	FID counter	MEKK2mut PB1 HTS	VIM-2 inh	IMP-1 inhibitor	UBC9 SUMO inh	PfM18AAP inh
COc1ccc(C2=NN(C(=O)CCC(=O)O)C(c3ccccc3)C2)cc1 (stereo not drawn)	-0.6	101.0	2.3	-39.0	-2.0	-2.1	-1.6	16.2	-1.4
CC(=O)Nc1nnc(SCC(=O)N2CCc3ccccc32)s1	-4.3	101.0	1.1	-9.4	3.0	-2.5	-3.8	16.1	-3.8
Cc1ccc2nc(N(CCN(C)C)C(=O)c3cc(Cl)sc3Cl)sc2c1	41.7	107.0	0.2	7.8	-1.0	-1.4	-3.9	-11.6	-5.2
CCCCCN(C(=O)CCC(=O)OCC(=O)N1CCCC(C)C1)c1c(N)n(CCCC)c(=O)[nH]c1=O (stereo not drawn)	17.9	105.0	3.0	-44.1	3.0	0.3	-1.3	1.5	-5.4
Cn1c(Cc2ccccc2)nnc1SCC(=O)N1CCCCC1	7.2	97.0	-1.5	-11.2	-1.0	-0.5	-0.7	0.6	-3.3
NC(CSS(=O)(=O)O)=NCCC12CC3CC(CC(O)(C3)C1)C2	12.0	98.0	-8.6	3.4	-1.0	0.3	5.4*	14.3	17.6

Entries of single compounds, quoted from the list.
Shown for COC(=O)c1ccc(S(=O)(=O)N2CCCCCC2)n1C = NALP1 inh = /; MEKK2 WT-MEK5 = 98.0; HCV NS3 hel inh = -5.0; FID counter = -9.9; MEKK2mut PB1 HTS = -7.0; VIM-2 inh = 2.0; IMP-1 inhibitor = -0.9; UBC9 SUMO inh = 24.5; PfM18AAP inh = -16.4
Shown for CC(C)(C)NC(=O)c1cc(-c2ccc3c(c2)OCO3)nc2ccccc12 = NALP1 inh = -3.2; MEKK2 WT-MEK5 = 102.0; HCV NS3 hel inh = 1.8; FID counter = -39.5; MEKK2mut PB1 HTS = 7.0; VIM-2 inh = -1.9; IMP-1 inhibitor = -4.1; UBC9 SUMO inh = 7.5; PfM18AAP inh = 2.9
